Screening results deposited in PubChem BioAssay by several laboratories.
NPR1 activator = GC-A stimulated cGMP production enhancers – HEK293 GC-A cells, cGMP TR-FRET, EC30 ANP, primary screen; Atrial natriuretic peptide receptor 1 (Homo sapiens), P16066; 0% at EC30 ANP, 100% saturating ANP; activation, % at 10 µM; 370,000 tested, 0.14% active; AID 1671463, 2021; in the data active = activation above about 40%
ARFGAP1 inh = inhibitors of rat ARFGAP1 GAP activity, primary screen, biochemical, fluorescence polarization, GDP tracer; 360,000 tested, 0.26% active; Arfgap1-stimulated ARF1 GTP hydrolysis, GDP FP detection; AID 651572, 2012; ADP-ribosylation factor GTPase-activating protein 1 (Rattus norvegicus), Q62848; inhibition, % at 16.5 µM;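 active = inhibition above a per-plate limit, mean inhibition of low control wells plus 3 SD, cut at about 25% in these data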;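 note: 0% = DMSO wells with enzyme and 100% = wells lacking Arfgap1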
Target sequence (Q62848 1-136 limits assumed): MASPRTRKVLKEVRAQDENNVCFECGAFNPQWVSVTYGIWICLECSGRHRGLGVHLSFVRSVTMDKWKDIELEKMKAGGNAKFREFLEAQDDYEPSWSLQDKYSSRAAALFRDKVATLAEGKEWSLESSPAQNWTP
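system = rat Arfgap1 catalytic domain, aa 1-136 | technique = FP, GDP Alexa 633 tracer displaced from anti-GDP antibody, 620/688 nm | compound = one concentration, 16.5 µM, DMSO 1.26% | medium = HEPES-based buffer, pH 7.5 | timing = compound-enzyme preincubation 20 min, reaction 120 min, detection 60 min, 25 °C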
HGIII-sPLA2 inh = human group III sPLA2 inhibitors, primary screen, biochemical, QFRET, BODIPY PC-A2 liposome substrate | Group 3 secretory phospholipase A2 (Homo sapiens), Q9NZ20 | inhibition, % at 12.2 µM | 370,000 tested, 0.56% active | QFRET BODIPY PC-A2 liposome hydrolysis, fluorescence | AID 743126, 2013;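 active = inhibition above mean plus 3 SD of compounds lying within the high and low control bounds, cut at about 19% in these data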;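 note: 0% = median of test compound wells and 100% = no enzyme DMSO wells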
rCAG RNA binder = binders of r(CAG) RNA repeats, primary screen, biochemical, fluorescence | AID 651821, 2012 | r(CAG) RNA repeat, TO-PRO-1 dye displacement fluorescence | inhibition, % at 3 µM | 370,000 tested, 1.3% active;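 active = inhibition above the plate cutoff, the mean of all test compounds on that plate plus 3 SD, cut at about 35% in these data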;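 note: 0% = DMSO alone and 100% = 100 µM mitoxantrone as full dye displacement; higher means more dye released from RNA so lower well fluorescence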
DDE Tn6 FP inh = inhibitors of Tn6 peptide binding to fibrin DD(E), primary screen, biochemical, fluorescence polarization, human fibrin, Tn6 probe. Fibrin DD(E) TRITC-Tn6 fluorescence polarization displacement. inhibition, % at 8.3 µM. 370,000 tested, 0.21% active. AID 720509, 2013;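 active = inhibition above a per-campaign cutoff: mean of compounds within control limits plus 3 SD, cut at about 15% in these data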;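 note: 0% = median of all compound wells on the plate and 100% = blocking peptide control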
GC-B act = human GC-B receptor activators, primary screen, HEK293 GC-B cells, cGMP TR-FRET, EC30 CNP; 0% at EC30 CNP, 100% saturating CNP; activation, % at 10 µM; 370,000 tested, 0.11% active;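 active = activation at 10 µM reaching about 35% in either raw or pattern-adjusted values, limit read from the data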
KLK7 zymogen act = proKLK7 zymogen activators, primary screen, biochemical, fluorescence intensity; 370,000 tested, 0.9% active; Kallikrein-7 (Homo sapiens), P49862; purified proKLK7, EDANS-DABCYL substrate fluorescence; 100% is mature enzyme control, 0% vehicle; activation, % at 7 µM;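 active = activation above the mean of all tested compounds plus 3 SD, computed per campaign excluding outliers beyond control limits, cut at about 13% in these data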
ASAP1 inh = inhibitors of human ASAP1 ArfGAP activity, primary screen, biochemical, fluorescence polarization | Arf-GAP with SH3 domain, ANK repeat and PH domain-containing protein 1 (Homo sapiens), … | ASAP1-stimulated ARF1 GTP hydrolysis, GDP FP detection | inhibition, % at 16.5 µM | 360,000 tested, 0.19% active | AID 624377, 2012; in the data active = inhibition above about 25%;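 note: 0% = vehicle with enzyme and substrate and 100% = no enzyme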
Target sequence (Q9ULH1 325-724 limits assumed): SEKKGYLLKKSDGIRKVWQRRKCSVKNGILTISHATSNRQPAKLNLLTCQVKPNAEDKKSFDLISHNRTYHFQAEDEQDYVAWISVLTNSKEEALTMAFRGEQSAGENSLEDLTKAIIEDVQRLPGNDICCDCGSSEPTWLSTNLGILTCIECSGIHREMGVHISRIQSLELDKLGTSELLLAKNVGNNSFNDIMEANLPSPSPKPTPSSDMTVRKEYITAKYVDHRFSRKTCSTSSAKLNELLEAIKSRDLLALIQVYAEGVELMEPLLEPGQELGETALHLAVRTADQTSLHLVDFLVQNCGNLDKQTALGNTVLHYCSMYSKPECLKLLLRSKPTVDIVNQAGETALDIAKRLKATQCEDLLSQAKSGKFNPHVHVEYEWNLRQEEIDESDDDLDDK
GAA850 FXN act = FXN promoter activators, primary screen, cell-based, luciferase luminescence, HEK293 lucGAA850; HEK293 lucGAA850 FXN promoter luciferase reporter, 24 h; percent of 10 µM SAHA response; activation, % at 6 µM; 360,000 tested, 0.56% active; AID 540364, 2011;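 active = activation above the average of all compounds screened plus 3 SD, cutoff fixed separately per campaign, cut at about 7.5% in these data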;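 note: 0% = DMSO wells and 100% = 10 µM SAHA wells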
ADAM10 inh = human ADAM10 inhibitors, primary screen, biochemical, QFRET, HTS; inhibition, % at 7 µM; recombinant ADAM10, EDANS/DABCYL FRET peptide cleavage, 3 h; Disintegrin and metalloproteinase domain-containing protein 10 (Homo sapiens), O14672; 370,000 tested, 0.62% active; AID 720582, 2013;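 active = inhibition above a per-campaign cutoff equal to the mean of compounds falling between control-based bounds plus 3 SD, cut at about 20% in these data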;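 note: 0% = DMSO wells while the 100% control is not disclosed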
Target sequence (O14672 214-748 limits assumed): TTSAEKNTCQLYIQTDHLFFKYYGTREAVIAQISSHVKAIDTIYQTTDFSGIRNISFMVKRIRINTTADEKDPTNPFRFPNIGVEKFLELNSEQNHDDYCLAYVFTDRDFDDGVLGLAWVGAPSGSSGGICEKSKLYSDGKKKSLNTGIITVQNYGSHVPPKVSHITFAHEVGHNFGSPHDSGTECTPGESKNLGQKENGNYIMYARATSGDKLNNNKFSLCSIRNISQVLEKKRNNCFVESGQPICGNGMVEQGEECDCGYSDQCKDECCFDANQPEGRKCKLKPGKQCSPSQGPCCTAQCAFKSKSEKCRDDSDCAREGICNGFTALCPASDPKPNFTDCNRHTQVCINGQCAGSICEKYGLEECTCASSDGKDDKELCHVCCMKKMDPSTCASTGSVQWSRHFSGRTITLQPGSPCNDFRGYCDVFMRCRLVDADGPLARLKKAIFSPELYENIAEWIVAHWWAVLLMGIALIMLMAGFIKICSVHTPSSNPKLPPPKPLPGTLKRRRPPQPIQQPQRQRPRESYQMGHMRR
* hit, by the source's call; i = inactive; · = no result given; & = joins results of further samples.

SMILES | NPR1 activator | ARFGAP1 inh | HGIII-sPLA2 inh | rCAG RNA binder | DDE Tn6 FP inh | GC-B act | KLK7 zymogen act | ASAP1 inh | GAA850 FXN act | ADAM10 inh
CCn1cc(S(=O)(=O)Nc2ncccn2)cn1 | -2 | -3 | -1 | 3 | -4 | 5 | -0.4 | 0 | 0.3 | -4
CCOc1ccc(N(CC(=O)NC2CCCC2)C(=O)CCC(=O)Nc2nc(C)cs2)cc1 | 2 | 3 | -7 | -10 | 5 | -7 | -0.3 | -6 | -0.9 | 0
COc1ccc2c(c1)c(=O)oc1c(C)c(OC(C)C(=O)N[C@@H](Cc3c[nH]c4ccc(O)cc34)C(=O)O)ccc12 (some centres not stated) | -2 | -1 | -32 | 69* | -13 | -8 | 1.7 | 1 | 1.9 | -495
CCOC(=O)C1(CC2CC2)CCN(Cc2cn[nH]c2-c2cccc(F)c2)CC1 | -5 | 5 | -12 | -10 | 0 | -2 | -0.8 | -6 | -2.2 | 3
C(=N\Nc1nc2ccccc2[nH]1)/c1ccccc1 | -5 | 21 | -1 | 0 | -9 | -6 | 0.1 | -2 | 4.4 | -1
C=CCn1c(=O)c2ccccc2n2c(SCC(=O)/C(C#N)=C(\C)N)nnc12 | 1&1 | 1&-2 | 5&2 | 2&2 | 0&-1 | 2&3 | 0.2&0.3 | 2&1 | 0.8&2.2 | -17&-3
CON1C(=O)C(=O)N(OC)C2CCCCC21 (configuration not stated) | 0 | 12 | 4 | -1 | -11 | 4 | -0.3 | -12 | -3.4 | -2
Cc1cccc(CN2CCC(n3nccc3NC(=O)c3ccccc3C)CC2)n1 | 0 | -5 | 2 | -7 | 3 | 8 | 0.3 | -3 | -0.7 | -1
COc1cccc(NC(=O)c2cccc(C(=O)Nc3cccc(OC)c3)n2)c1 | 0 | -5 | 3 | -1 | -5 | -8 | -0.3 | 4 | 1.8 | -7
c1ccc(CNn2c(N3CCOCC3)nc3ccccc32)cc1 | 2 | -12 | 0 | -2 | 4 | 4 | 0.0 | 11 | 0.1 | -6
CCN(CC)S(=O)(=O)N1CCC(C(=O)NC2CCCc3ccccc32)CC1 (configuration not stated) | -6 | -11 | -3 | -7 | 3 | -3 | 0.7 | 9 | -2.6 | 3
COc1cc(N)c(Cl)cc1C(=O)OCC(=O)c1cccs1 | 0 | -2 | -3 | 1 | 1 | 0 | -0.3 | 2 | 4.0 | 1
NC(=O)c1cccc2ccccc12 | 3 | 11 | -3 | -1 | 1 | 1 | 0.3 | -2 | 0.9 | 7
COc1ccc(CCn2ccc(O)c(Cc3ccc(Cl)cc3Cl)c2=O)cc1OC | 0 | 6 | -5 | -2 | 0 | -1 | 0.5 | -4 | -3.5 | 0
COc1ccc(/C=N\NC(=O)c2ccccc2F)cc1COc1ccc(F)cc1F | 4 | 12 | -12 | 5 | -5 | -6 | -1.9 | 16 | -2.7 | 13
Cc1ccc(CNC(=O)C2CCC(=O)N(CCc3ccccn3)C2)s1 (configuration not stated) | 3 | -6 | 1 | -3 | -1 | 4 | 0.0 | 4 | -0.3 | -3
COc1ccccc1-c1noc(-c2cccs2)n1 | 18 | 7 | 2 | -1 | -1 | -3 | 0.2 | 6 | 2.6 | -5
Nc1cc2sc(-c3ccc(C(=O)O)cc3)nc2cc1Cl | 20 | -1 | 6 | 5 | 0 | 3 | 51* | -4 | 2.6 | i
COC(=O)[C@]12C[C@H](CC(=O)NCc3cccs3)C(=O)N(CCc3ccc(OC)c(OC)c3)C1=C[C@H](C(C)C)O[C@@H]2C1CC1 | -1 | · | -4 | 3 | 0 | 3 | 0.7 | · | · | -6
NCCCn1c(C(=O)c2cc(Cl)c(N)c(Cl)c2)c2ccc(C(F)(F)F)cc2[n+]1[O-] | -8 | 6 | 5 | 15 | -6 | -8 | 0.5 | 5 | -1.3 | 8
O=[N+]([O-])c1ccc(-n2cnc3ccccc32)c([N+](=O)[O-])c1 | -32 | -12 | 0 | -2 | -1 | -11 | -0.8 | 6 | -0.7 | -10
CCOC(=O)c1ccc(NC(=O)CSC(=S)N2CCOCC2)cc1 | 1 | -5 | -1 | -6 | 7 | 2 | 0.0 | -5 | 2.9 | 3
CCn1cc(CCC(=O)NCc2ccc(F)cc2)c2ccccc21 | -9 | 4 | 4 | -9 | 3 | 1 | 0.8 | -3 | 0.5 | -1
CC(=O)NC(Cc1ccc(F)cc1)C(=O)NC1CCN(S(=O)(=O)c2ccccc2)CC1 (configuration not stated) | 2 | 12 | -1 | -4 | 5 | 3 | -0.2 | -12 | -0.8 | -3
Cc1cccc(N2CCN(C(=O)C3CC(=O)N(c4ccc5c(c4)OCCO5)C3)CC2C)c1 (configuration not stated) | -5 | 0 | -3 | 0 | -3 | 5 | 0.1 | -7 | -3.8 | -3
CCCCn1c(N)c(N(CCOC)C(=O)COC(=O)COc2c(C)cccc2C)c(=O)[nH]c1=O | 4 | 16 | 12 | -3 | -2 | 1 | 0.3 | 4 | 1.1 | -13
Cc1cccc(N2CCN(C(=O)c3ccc4nc(N5CCCCC5)sc4c3)CC2)c1C | 6 | 1 | -1 | -1 | 4 | 12 | 0.1 | -17 | 5.4 | -1
CCC(C)N(C(=O)COC(=O)c1cc([N+](=O)[O-])ccc1N)C1CCS(=O)(=O)C1 (configuration not stated) | 4 | 3 | 0 | -4 | 0 | 3 | 0.2 | 9 | 2.4 | -3
Cc1ccc(S(=O)(=O)N2CCOCC2)cc1-c1n[nH]c(=S)n1-c1ccccc1 | 5 | -8 | 23* | 4 | 0 | 5 | -0.2 | 10 | 1.3 | -14
C/C(Nc1ccc(Cl)cc1)=C(/C#N)C(N)=O | -1 | 3 | 4 | -2 | 4 | -3 | -0.3 | 6 | 1.5 | 4
Cc1cccc(CNC(=S)OCCN2CCCC23CCC(c2ccccc2)CC3)c1 (configuration not stated) | -18 | · | -9 | · | -1 | -14 | · | · | · | 7
O=C(NCc1n[nH]c(=S)n1-c1cccc(Cl)c1)c1ccc(S(=O)(=O)N2CCCCC2)cc1 | 0 | -1 | 13 | 25 | 0 | 1 | -0.1 | -5 | -0.8 | 9
Cc1cc(S(=O)(=O)NCCCN2CCOCC2)ccc1F | -1 | 1 | 4 | 0 | 1 | 4 | -0.5 | -10 | 0.4 | 5
COc1ccc(-c2sc(Nc3ccccc3)n[n+]2-c2ccc(F)cc2)cc1Br | -19 | -4 | 12 | 1 | 2 | -22 | 0.5 | -2 | 0.3 | 2
COc1ccc(-c2cc(C(=O)Nc3cc(OC)c(OC)c(OC)c3)no2)cc1 | -2 | 2 | -3 | -2 | 6 | -6 | 0.4 | 6 | -2.6 | -1
CCNC(=S)N1CCN(C(=O)C(Cc2ccccc2)NC(C)=O)CC1 (configuration not stated) | 0 | 6 | 0 | -2 | 8 | 1 | 0.3 | -3 | 1.3 | -2
Cn1cc(C(=O)NCc2ccc(F)cc2)cn1 | 0 | -2 | 6 | 0 | -7 | -3 | -0.4 | 3 | 0.3 | 4
O=C(NC(Cc1ccccc1)C(=O)O)/C(=C/c1ccco1)NC(=O)c1cccc([N+](=O)[O-])c1 (configuration not stated) | -1 | 6 | 2 | 4 | -5 | 2 | 0.2 | 13 | 1.4 | -12
COc1ccc(C2CC(=O)Oc3cc(OC)c(OC)c(OC)c32)cc1 (configuration not stated) | -2 | -12 | 5 | 0 | 0 | 0 | -0.8 | 11 | -0.6 | 2
Fc1ccc(-n2cc(-c3ccccc3)[n+]3c2SCC3)cc1 | 3 | 11 | -5 | -8 | 3 | -3 | -0.1 | -5 | 1.7 | -1
CCOC(=O)c1c(C)c(C(=O)NCc2cccnc2)c(C)n1C | -1 | -12 | 7 | 0 | -8 | 5 | -0.8 | -4 | -2.5 | -12
Cc1noc(C)c1C(=O)N1CCN(S(=O)(=O)c2ccc(F)cc2)CC1 | 0 | 0 | -4 | 3 | -6 | 1 | -0.1 | 0 | 1.0 | 3
Brc1cccc(-c2nnc3sc(CN4CCCCC4)cn23)c1 | 4 | 2 | 6 | -3 | 3 | -6 | -0.3 | 2 | 0.8 | 10
CC1SC(c2ccc(Cl)cc2Cl)NC1=O (configuration not stated) | -1 | -16 | -4 | -2 | 0 | -2 | 0.3 | -4 | 3.7 | -3
Cc1ccc(S(=O)(=O)N2CCCC(C(=O)Nc3ccc(NC(=O)c4ccccn4)cc3)C2)cc1 (configuration not stated) | -1 | 13 | -2 | -1 | -5 | -5 | -0.2 | 2 | 1.6 | -1
NC(=O)c1nsc(C(=O)N(Cc2ccco2)C(C(=O)NC2CCCC2)c2ccc(O)cc2)c1N (configuration not stated) | -15 | 3 | -12 | -1 | 7 | -5 | 3.5 | 8 | -2.6 | -88
Cc1nc(N/N=C/c2ccccn2)sc1C | 2 | 0 | 8 | 1 | 1 | -8 | -0.4 | 6 | · | 2
COCc1ccccc1C1=CC(=O)C[C@H](c2ccc(OC)cc2)C1 | 0 | 8 | -1 | -5 | -1 | -2 | 0.2 | 3 | -0.4 | 2
CN(C)CCCNc1cc(Cl)c(S(=O)(=O)N2CCCCC2)cc1C(=O)O | 1 | -1 | -5 | 2 | -1 | 3 | 0.6 | -5 | -0.4 | 1
O=C1c2ccccc2C(=O)N1CSc1nnc(Nc2ccccc2F)s1 | -5 | -1 | 2 | 2 | 3 | 1 | -0.1 | 4 | 1.2 | -6
CSc1sc(C(=O)Nc2ccc(F)cc2F)c2c1C=CCC2 | 7 | -11 | -14 | 9 | 2 | -5 | 0.0 | -7 | 2.0 | 2
O=C(COC(=O)c1ccc(O)cc1O)Nc1ccc2c(c1)OCCO2 | 1 | 5 | -4 | 4 | 5 | -1 | 1.2 | 5 | 1.2 | -11

Just ADAM10 inh and HGIII-sPLA2 inh, for 3 of the compounds above:
| SMILES | ADAM10 inh | HGIII-sPLA2 inh |
| --- | --- | --- |
| Brc1cccc(-c2nnc3sc(CN4CCCCC4)cn23)c1 | 10 | 6 |
| CC1SC(c2ccc(Cl)cc2Cl)NC1=O (configuration not stated) | -3 | -4 |
| Cc1ccc(S(=O)(=O)N2CCCC(C(=O)Nc3ccc(NC(=O)c4ccccn4)cc3)C2)cc1 (configuration not stated) | -1 | -2 |
